Assay outcomes (PubChem)
Mac1 fbg enh: CD11b/CD18-fibrinogen binding enhancement; P05107+P11215; K562 CD11b/CD18 adhesion to fibrinogen, ATPlite luminescence; activation, % at 10 µM; actives 0.07% (n = 93,000); AID 1499;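 active = 10 µM primary screen giving 50% or more activity, confirmed by 40% or more on retest at that dose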; also: strong numbers were not always called active; reference of the scale not given here
MT1-MMP txn act: activates MT1-MMP transcription | HT1080 MT1-MMP promoter luciferase reporter, luminescence, overnight; stronger effect = higher value | actives 0.16% (n = 86,000) | activation factor at 10 µM | AID 750;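 active = activation factor of at least 2 for MT1-MMP transcription at 10 µM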
sEH activator: soluble epoxide hydrolase (human) activation | P34913 | purified human sEH enzymatic activity, activator screen | activation, % at 2 µM | actives 0.04% (n = 91,000) | AID 717; in the data active = activation above about 37%; also: values of inactives mirror those of a sister screen read the other way
Smad3 FoxH1 inh: Smad3 (human) transcription factor binding inhibition; P84022; TR-FRET Smad3/Dy647-FoxH1 peptide binding, europium anti-His; inhibition, % at 25 µM; actives 0.29% (n = 88,000);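 active = compounds that reduce the energy-transfer binding signal between the protein and its labelled peptide by more than half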;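 also: 0% = Smad3 plus labelled peptide maximal FRET and 100% = peptide-only background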
Target sequence (P84022 whole entry, looked up): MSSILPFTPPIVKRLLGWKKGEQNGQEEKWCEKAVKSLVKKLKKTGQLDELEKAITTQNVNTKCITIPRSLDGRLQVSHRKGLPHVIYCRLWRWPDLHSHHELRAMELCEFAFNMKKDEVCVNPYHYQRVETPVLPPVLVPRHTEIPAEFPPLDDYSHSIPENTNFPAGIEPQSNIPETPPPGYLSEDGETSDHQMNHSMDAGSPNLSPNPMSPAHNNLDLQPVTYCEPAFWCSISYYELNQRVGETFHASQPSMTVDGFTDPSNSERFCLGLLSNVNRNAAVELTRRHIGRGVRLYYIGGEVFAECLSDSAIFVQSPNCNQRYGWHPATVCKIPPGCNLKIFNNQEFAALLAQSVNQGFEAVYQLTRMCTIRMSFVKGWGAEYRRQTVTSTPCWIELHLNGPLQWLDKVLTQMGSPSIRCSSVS
sEH inh: blocks human soluble epoxide hydrolase activity. recombinant human sEH enzymatic activity assay. inhibition, % at 2 µM. actives 0.34% (n = 91,000); in the data active = inhibition above about 80%; also: values of inactives mirror those of a sister screen read the other way; many of its hits are not listed in these tables
ERa SRC1 pot: enhances coactivator binding to human estrogen receptor alpha; TR-FRET ERalpha-LBD/SRC-Cy5 coactivator binding, 2 h; 100 = basal binding, no effect; coactivator binding (% of control), % at 25.6 µM; actives 1.3% (n = 86,000); P03372; in the data active = activity above about 200%;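 also: binding measured in presence of low estradiol as agonist stimulus; 0% = peptide alone without receptor and 100% = receptor with peptide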
Target sequence (P03372 whole entry, looked up, the tested form may be a part): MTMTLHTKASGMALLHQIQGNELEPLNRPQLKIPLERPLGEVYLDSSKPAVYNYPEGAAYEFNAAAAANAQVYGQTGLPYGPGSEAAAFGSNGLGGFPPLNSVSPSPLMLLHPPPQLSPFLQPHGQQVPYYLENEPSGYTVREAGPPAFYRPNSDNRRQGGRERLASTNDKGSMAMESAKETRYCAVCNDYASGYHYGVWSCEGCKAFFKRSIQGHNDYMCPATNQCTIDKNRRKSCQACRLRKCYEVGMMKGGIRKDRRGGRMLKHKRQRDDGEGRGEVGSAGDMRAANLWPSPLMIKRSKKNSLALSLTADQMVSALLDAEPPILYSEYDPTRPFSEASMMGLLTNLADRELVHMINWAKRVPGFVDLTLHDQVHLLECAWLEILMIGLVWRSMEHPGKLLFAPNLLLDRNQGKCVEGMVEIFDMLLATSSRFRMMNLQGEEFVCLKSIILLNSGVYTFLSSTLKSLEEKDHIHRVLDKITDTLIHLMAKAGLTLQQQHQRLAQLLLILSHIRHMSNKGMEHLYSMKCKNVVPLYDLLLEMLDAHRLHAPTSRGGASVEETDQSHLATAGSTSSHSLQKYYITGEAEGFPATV
Mac1 fbg inh: inhibitors of human CD11b/CD18 binding to fibrinogen. K562 CD11b/CD18 adhesion to fibrinogen, ATPlite luminescence; Mn2+ added to activate the integrin. inhibition, % at 10 µM. actives 0.54% (n = 93,000). AID 1497;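 active = primary inhibition of 50% or more at 10 µM, then 40% or more on retest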; also: some results filed as inactive read as strong as hits
Calb biofilm kill: kills Candida albicans biofilms; C. albicans biofilm + clotrimazole, Alamar Blue; inhibition, % at 6 µM; actives 0.14% (n = 85,000); AID 834;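 active = inhibition above 20%; inactive = inhibition below 20%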;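 also: preformed 24 hr biofilms exposed to compound for 48 hr; 0% = biofilm without compound and 100% = blank killed by clotrimazole plus chlorhexidine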
ERb coact inh: blocks coactivator binding to human estrogen receptor beta; Q92731; TR-FRET ER-beta LBD / SRC1-Cy5 peptide binding; receptor agonist-loaded with 1 µM estradiol; inhibition, % at 25.6 µM; actives 1.3% (n = 86,000);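 active = compounds whose percent inhibition of the receptor-coactivator binding signal exceeds about 50% in the single-dose screen, limit read from the data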;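 also: 0% = receptor plus peptide wells without compound and 100% = peptide-only wells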
An asterisk follows results filed as active; / = not tested or not shown; [ ] = dose if it differs, or a comment.

Fields: Mac1 fbg enh	MT1-MMP txn act	sEH activator	Smad3 FoxH1 inh	sEH inh	ERa SRC1 pot	Mac1 fbg inh	Calb biofilm kill	ERb coact inh
N#Cc1c(NC(=O)CCN2C(=O)c3ccccc3C2=O)oc(-c2ccccc2)c1-c1ccccc1
→ 6	1.2	-13	/	14	/	-3	/	/
CC1=CCC(C(=O)O)C(C(=O)O)C1 (stereo unspecified)
→ -4	/	12	/	-15	/	-1	/	/
Cc1ccc2cc(CN(Cc3ccc(F)cc3)Cc3nnnn3C3CCCC3)c(=O)[nH]c2c1
→ 3	1	-11	10	9	107	15	10	8
O=C(C1CCN(S(=O)(=O)c2cccs2)CC1)N1CCCCCC1
→ 0	/	-11	-7	11	82	-36	9	2
Cc1cc(Cl)cc2c1NC(=O)[C@]21[C@@H]2C(=O)N(Cc3ccccc3)C(=O)[C@@H]2[C@@H]2CCCN21
→ 25	1	-6	4	6	57[fluorescence artefact?]	-21	10	24
CCOc1ccccc1NC(=O)NC1CC2CCCC(C1)N2Cc1nnnn1CCc1ccccc1 (stereo unspecified)
→ 5	1.2	/	11[fluorescence artefact?]	/	104	1	10	-6
COc1cc2c(cc1OC)C(C(=O)NCC1COc3ccccc3O1)C(c1cccnc1)N(C)C2=O (stereo unspecified)
→ 2	1.3	/	-2	/	107	-36	4	8[fluorescence artefact?]
Cc1ccc(/C=C2/SC(=S)N(CC(=O)Nc3ncc(Cc4ccc(C)cc4)s3)C2=O)cc1
→ 30	1.1	14	-19	-14	91	-12	4	13
CCOC(=O)Cn1cnc2c(nnn2-c2ccc(OC)cc2)c1=O
→ -2	1.2	-9	-2	8	121	-5	10	-4
Cn1nnnc1SCC(=O)Nc1c(Cl)cccc1Cl
→ -3	1.2	11	7	-13	120	-18	6	-6
CN1CCCC(OC(=O)CCCC(=O)OC2CCCN(C)C2)C1 (stereo unspecified)
→ 2	1	-16	-10	13	128	-2	6	3[fluorescence artefact?]
CCCSc1nc2c(=O)[nH][nH]c(=O)c2n1Cc1ccccc1
→ /	1.1	26	12	-26	103	/	-2	0
C=CCn1c(N)cc(=O)nc1SCC(=O)Nc1cccc2ccccc12
→ /	1	20	6	-20	106	/	1	-3
CC(=O)Nc1ccc(-c2nnn(CC(=O)c3ccccc3)n2)cc1Cl
→ -2	1.2	-4	-3	0	99	0	2	-5[fluorescence artefact?]
Cc1ccccc1NC(=O)CSc1nnnn1C
→ -1	1	-12	-8	13	98	-23	4	-1
Cc1noc(C)c1C(=O)Nc1sc(C)c(-c2ccccc2)c1C#N
→ -9	1.1	12	6	-7	64	72	5	-17[fluorescence artefact?]
Cc1ccc(C)c(NC(=O)c2cc3ccccn3n2)c1
→ 2	/	-1	-4	2	112	-5	4	-4
O=C(Nc1cccc(F)c1)c1c(F)c(F)c(F)c(F)c1F
→ -2	1	6	-5	-2	107	-4	-2	11
CN(C)c1nc2ccccc2c(N)c1-c1ccccc1
→ -2	1.2	-4	1	5	88	1	9	6
CCOc1ccccc1Oc1ccc(C(F)(F)F)cn1
→ 8	1.1	-6	8	8	103	-18	10	-10
O=C(CN1CCN(S(=O)(=O)c2ccc(Cl)cc2)CC1)Nc1ccc2c(c1)OCCO2
→ -1	1.1	-13	4	13	120[fluorescence artefact?]	6	10	-8
COc1ccccc1Nc1nc(-c2sc(NC(=O)CC(C)C)nc2C)cs1
→ 0	/	-21	/	22	/	17	/	/
O=C(CCn1cnc2ccccc2c1=O)Nc1nc2c(s1)CCCC2
→ -7	1.1	-14	-17	15	118[fluorescence artefact?]	-7	-1	20[fluorescence artefact?]
Cc1cc2ccccc2c(=O)n1CC(=O)Nc1ccc2c(c1)OCO2
→ /	1.2	/	-19	/	101	/	4	-13
O=C(c1ccco1)N1CCN(CC(O)COc2ccc3oc4ccccc4c3c2)CC1 (stereo unspecified)
→ 3	1.1	4	-2	-5	85	-5	5	-3
CCc1cc2c(=O)n(-c3ccc(C)cc3)cnc2s1
→ /	1.5	2	1	0	96	/	11	-2
O=C1C2CC=C(Cl)CC2C(=O)N1CNc1ccccn1 (stereo unspecified)
→ 0	0.9	-3	6	4	117	0	2	-7
COc1ccccc1-c1ccc(Nc2cccc(C(F)(F)F)c2)nn1
→ /	1.2	-14	-3	18	116	/	9	-5
O=C(Sc1nnc(-c2ccccc2)o1)N1c2ccccc2Sc2ccccc21
→ /	1	0	0[fluorescence artefact?]	3	126	/	4	-5
N=c1c(C(=O)NCc2ccco2)cc2c(=O)n3ccccc3nc2n1CCc1ccccc1
→ 10	1.1	-3	-5[fluorescence artefact?]	3	48[fluorescence artefact?]	2	3	50*
Cc1oc(C(C)(C)C)cc1C(=O)Nc1ccc(C(=O)O)cc1
→ -1	1.3	-8	0	7	91	2	4	-4
CCn1c(-c2ccccc2O)n[nH]c1=S
→ -4	1.1	-4	14[fluorescence artefact?]	3	117	8	5	6[fluorescence artefact?]
CCc1ccc(NC(=O)CSc2nc3c(c(=O)n(C)c(=O)n3C)n2C)cc1
→ /	1.1	/	-3	/	94	/	3	-9[fluorescence artefact?]
COc1ccc(N2CCN(C(=O)C3CCCN(S(=O)(=O)c4cccc5cccnc45)C3)CC2)cc1 (stereo unspecified)
→ -2	1.1	1	-1	0	123[fluorescence artefact?]	8	5	-11[fluorescence artefact?]
CN1CCN(c2ccc(NC(=O)Cc3ccccc3)cc2)CC1
→ 1	1.3	-21	4	24	188	-28	1	-20
Cc1onc(-c2ccccc2Cl)c1C(=O)NCc1cccs1
→ 8	1	/	5[fluorescence artefact?]	/	95[fluorescence artefact?]	4	7	-4
CNC(=O)c1ccsc1NC(=O)c1ccccc1
→ /	1.4	/	-8	/	96[fluorescence artefact?]	/	-10	20[fluorescence artefact?]
Oc1ccccc1-c1n[nH]c(=S)n1Cc1ccco1
→ -5	1.1	13	9	-13	93	-3	5	-1
CCOc1ccc(N(C)S(=O)(=O)c2ccc3[nH]cc(C(=O)NCC4CCCO4)c(=O)c3c2)cc1 (stereo unspecified)
→ 6	1.1	0	-2	5	105	-13	-4	28
C=CCOc1nc2c(c(=O)n(C)c(=O)n2C)n1C
→ -1	1	3	/	-5	/	-7	/	/
Cc1ccc(-c2ccc(/C=N/n3cnnc3)o2)cc1Cl
→ 11	0.8	-2	0	3	94[fluorescence artefact?]	-39	8	11
COc1cccc(OC)c1C(=O)N1CCN(c2ccccn2)CC1
→ 2	1.1	19	8	-16	117	7	-5	52*[fluorescence artefact?]
COc1ccccc1CNC(=O)c1cc2c(C)nn(Cc3ccc(F)cc3)c2s1
→ 4	1.1	-19	-4	20	131	-8	12	0[fluorescence artefact?]
COc1ccc(OC)c(NC(=O)COC(=O)CNC(=O)c2ccc(OC)c(OC)c2)c1
→ -3	/	6	/	-6	/	2	/	/
CC1CCc2cc(F)ccc2N1C(=O)C1(C)CC1(Cl)Cl (stereo unspecified)
→ 0	1.1	-13	-4	11	96	-16	3	-10
COC(=O)c1ccc(C)c(NS(=O)(=O)c2ccc(C)c([N+](=O)[O-])c2)c1
→ -4	/	-19	/	21	/	15	/	/
O=C(CC(=O)c1ccccc1O)c1cccc(F)c1
→ -3	1.2	-8	/	8	/	0	/	/
Cn1c(=O)c(-[n+]2ccccc2)c([O-])c2ccccc21
→ 3	1	-1	7	0	103[fluorescence artefact?]	-32	1	-13
Cc1nc2ccc(S(=O)(=O)NCC(=O)NCCN3CCCCC3C)cc2s1 (stereo unspecified)
→ -2	0.9	-11	-1	10	116	-25	0	-6[fluorescence artefact?]
Cc1ccc(OCc2nc(C#N)c(NCc3ccco3)o2)cc1
→ 1	1.2	16	0	-13	110	7	5	13[fluorescence artefact?]

New compounds follow
Fields: Mac1 fbg enh	MT1-MMP txn act	sEH activator	Smad3 FoxH1 inh	sEH inh	ERa SRC1 pot	Mac1 fbg inh	Calb biofilm kill	ERb coact inh
CSc1nc(-c2ccc(Cl)cc2)nn1S(=O)(=O)c1ccccc1
→ /	1.5	-8	-3	13	93	/	6	33
Nc1nc2c(s1)CCc1c-2cnn1-c1ccccc1
→ -4	1.3	-6	/	6	/	12	/	/
Cc1cc2ncn(CCOc3ccccc3C#N)c2cc1C
→ 2	1.2	6	6	-2	108	/	-1	-7[fluorescence artefact?]
O=C(Nc1ccccc1)N1CCCC2CCCCC21 (stereo unspecified)
→ 0	1.5	-52	0	51	117	-8	2	0
O=C1CCCN1CCCNc1ncnc2c1cnn2-c1ccc(Cl)cc1
→ -4	1.5	/	8	/	89	22	8	-2[fluorescence artefact?]
CCCC(=O)O[C@H]1C[C@@H](C)N(C(=O)c2ccccc2)c2ccc(C)cc21
→ -1	1.2	-4	-2	8	96	-2	1	-2
COC(=O)c1c(CSc2ccc(C)c(C)c2)noc1C(=O)NCc1ccc(OC)cc1
→ -1	/	3	/	-2	/	31	/	/
Oc1cccc(C=NCc2ccccc2)c1
→ 2	1.1	-1	4	-1	108	-4	3	0
CC(=O)c1cccc(NC(=O)C2CCN(S(=O)(=O)c3ccc(F)cc3)CC2)c1
→ -6	0.9	-24	-5	23	136	-1	1	-1
CSc1nc(-c2ccccc2)nc(N2CCCC2)c1C(C)=O
→ 1	0.9	0	-2	6	88	12	0	1[fluorescence artefact?]

Shown in CSV form: part of the list above
SMILES,Mac1 fbg enh,MT1-MMP txn act,sEH activator,Smad3 FoxH1 inh,sEH inh,ERa SRC1 pot,Mac1 fbg inh,Calb biofilm kill,ERb coact inh
Cc1ccc(C)c(NC(=O)c2cc3ccccn3n2)c1,2,/,-1,-4,2,112,-5,4,-4
Cc1ccc2cc(CN(Cc3ccc(F)cc3)Cc3nnnn3C3CCCC3)c(=O)[nH]c2c1,3,1,-11,10,9,107,15,10,8
Cn1c(=O)c(-[n+]2ccccc2)c([O-])c2ccccc21,3,1,-1,7,0,103[fluorescence artefact?],-32,1,-13

Next section:
Fields: Mac1 fbg enh	MT1-MMP txn act	sEH activator	Smad3 FoxH1 inh	sEH inh	ERa SRC1 pot	Mac1 fbg inh	Calb biofilm kill	ERb coact inh
CCOC(=O)N1CCC(NC(=O)c2cc(S(=O)(=O)N3CCCC3)cn2C)CC1
→ /	1.1	17	-3	-15	104	/	7	1[fluorescence artefact?]
Cn1c(=O)c2c(ncn2CC(=O)Nc2nc3ccc(F)cc3s2)n(C)c1=O
→ -5	/	-1	/	3	/	-2	/	/
CC(C)(C)n1nnnc1C(c1cccnc1)N1CCN(c2ccccc2)CC1 (stereo unspecified)
→ /	1	-15	-3	15	113	/	6	-16[fluorescence artefact?]
Cc1ccc(-n2c(-c3ccncc3)nnc2-c2ccco2)cc1
→ -2	0.9	12	-4	-11	110	-9	5	25
CCc1nc2c(n1O)CCc1nonc1-2
→ -3	1.1	/	9	/	103	-9	6	-4
Cc1cc(NC(=O)CN2CCN(S(=O)(=O)c3ccc4ccccc4c3)CC2)no1
→ -2	1	-3	17	1	86	4	8	16
CCCOc1ccc(C(=O)C(c2ccccc2)N2CCOCC2)cc1 (stereo unspecified)
→ -1	1.1	-1	2	2	122	-16	8	-14
CC(=O)Nc1cccc(NC(=O)c2c(-c3ccccc3Cl)noc2C)c1
→ -1	1.2	/	1	/	123[fluorescence artefact?]	-10	2	5
Cc1c(NC(=O)c2cc(-n3cnnc3)ccc2Cl)cccc1-c1nc2ccccc2s1
→ 0	/	-3	/	3	/	75	/	/
Cc1nn(CC(N)=O)c(=O)c2ccccc12
→ -1	1.2	10	0	-10	110	-6	3	-6
Cc1cc(C(=O)O)c(=O)[nH]c1C
→ 4	1.2	-4	7	3	106	20	0	-3
Cc1noc(COc2ccccc2OCc2onc(C)c2Cl)c1Cl
→ /	1.1	2	-11	-6	95	/	-4	16[fluorescence artefact?]
CC(C)(C)c1nc2scc(-c3ccc(Cl)cc3)c2c(=O)o1
→ -1	/	11	-8	-10	97	7	7	-6
Cc1ccc(S(=O)(=O)c2c(N)n(CC3CCOC3)c3nc4ccccc4nc23)cc1 (stereo unspecified)
→ -3	1	4	18	-5	84	10	10	-5
COc1ccc(Oc2nnc(-c3ccccc3)cc2C#N)cc1
→ 1	/	5	/	-8	/	-9	/	/

The list is partial. The share of hits here may be higher or lower than overall.
